MITF primary: blocks human microphthalmia-associated transcription factor | inhibition, % at 2.6 µM | AlphaScreen MITF homodimerization, bead proximity signal | AID 1259374 | hit rate 0.91% among 650,000; in the data active means inhibition above about 50%;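 further: 0% = vehicle wells with protein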
TEAD-YAP block: TEAD-YAP interaction inhibition; hit rate 1.4% among 640,000; inhibition, % at 9.12 µM; HEK-TIYL cells, TEAD-Gal4/YAP UAS-luciferase luminescence; in the data active means inhibition above about 32%;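 further: 0% = median of test compound wells and 100% = reference inhibitor wells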
GPR151 activ: human GPR151 activation | activation, % at 11.2 µM | AID 1508602 | PathHunter beta-arrestin GPR151 cells, luminescence | hit rate 1% among 650,000; in the data active means activation above about 4.9%;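 further: 0% = median of compound wells and 100% = cells with positive control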
Target sequence (Q8TDV0 whole entry, looked up): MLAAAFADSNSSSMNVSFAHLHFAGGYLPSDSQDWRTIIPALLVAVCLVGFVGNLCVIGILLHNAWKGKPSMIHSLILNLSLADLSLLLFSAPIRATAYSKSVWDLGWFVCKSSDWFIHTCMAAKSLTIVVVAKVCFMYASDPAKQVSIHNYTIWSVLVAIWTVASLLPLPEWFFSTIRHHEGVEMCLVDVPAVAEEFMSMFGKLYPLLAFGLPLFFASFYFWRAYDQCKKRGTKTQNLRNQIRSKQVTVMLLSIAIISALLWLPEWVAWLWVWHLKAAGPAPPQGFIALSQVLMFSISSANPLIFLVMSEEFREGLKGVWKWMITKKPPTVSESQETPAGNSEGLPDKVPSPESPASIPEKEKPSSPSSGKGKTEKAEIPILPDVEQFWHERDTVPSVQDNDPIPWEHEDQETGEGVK
FBW7 act: activators of human E3 ligase FBW7 | Q969H0 | AlphaScreen FBW7–phospho-cyclin E peptide binding, activator screen | normalized activity (activation), % at 26.1 µM | hit rate 0.13% among 650,000; in the data active means normalized activity above about 1.9%;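 further: purified mutant Fbw7 with reduced substrate affinity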
Target sequence (Q969H0 whole entry, looked up): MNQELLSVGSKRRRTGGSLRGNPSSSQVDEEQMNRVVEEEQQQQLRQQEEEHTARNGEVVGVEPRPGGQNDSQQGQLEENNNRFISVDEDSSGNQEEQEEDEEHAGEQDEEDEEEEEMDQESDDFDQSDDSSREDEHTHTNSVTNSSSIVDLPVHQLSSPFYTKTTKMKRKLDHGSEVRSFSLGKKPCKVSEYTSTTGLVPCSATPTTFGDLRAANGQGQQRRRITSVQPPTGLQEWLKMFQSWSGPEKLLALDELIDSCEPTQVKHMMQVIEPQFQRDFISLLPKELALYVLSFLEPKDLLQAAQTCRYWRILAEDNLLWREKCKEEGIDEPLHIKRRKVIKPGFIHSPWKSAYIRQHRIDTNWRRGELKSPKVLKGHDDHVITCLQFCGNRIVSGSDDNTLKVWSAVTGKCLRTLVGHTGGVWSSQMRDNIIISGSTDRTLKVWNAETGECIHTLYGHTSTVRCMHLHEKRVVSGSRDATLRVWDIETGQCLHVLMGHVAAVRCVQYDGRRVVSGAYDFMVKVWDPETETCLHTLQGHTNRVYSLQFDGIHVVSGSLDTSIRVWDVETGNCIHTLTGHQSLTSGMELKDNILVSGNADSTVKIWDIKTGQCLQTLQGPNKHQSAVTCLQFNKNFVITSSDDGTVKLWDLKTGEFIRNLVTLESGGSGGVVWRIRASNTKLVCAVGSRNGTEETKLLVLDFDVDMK
Numbers without * were called inactive; & = joins results of further samples; ! = a repeat was not active.

SMILES	MITF primary	TEAD-YAP block	GPR151 activ	FBW7 act
COc1ccc(CCNC(=O)Cc2cn(-c3ccc(Nc4ccc(-n5ccnc5)cc4)nn3)c3ccccc23)cc1	-11.2	12.3	-0.5	0.1
CN1CCN(c2ccc(-c3cncc(-c4ccc5c(ccn5C)c4)n3)cn2)CC1	14.2	3.2	2.1	0.2
CC(C)(CNS(=O)(=O)c1ccc(Cl)cc1)N1CCCCC1	-13.7	-0.1	-1.3	0.1
Cc1cccc(-c2n[nH]n3c2nc(=O)c2ccccc23)c1	4.4	-12.4	-0.6	0.0
CCOC(=O)C1=C(C)NC(=O)NC1c1ccc(-c2ccccc2)cc1 (stereo unspecified)	-1.1	40.4*	4.9	-0.1
COc1ccc(Br)cc1/C=N/NC(=O)c1cc(C)oc1C	14.8	-13.5	-0.9	0.1
O=C(Nc1ccccn1)c1ccccc1Br	-2.4	-0.7	-2.0	-0.1
CC/C(C)=N/NS(=O)(=O)c1ccc(C)c([N+](=O)[O-])c1	9.1	-3.8	-0.2	0.2

SMILES	MITF primary	TEAD-YAP block	GPR151 activ	FBW7 act
Clc1cnc2nc(-c3cccnc3)[nH]c2c1	8.8	-49.8	-0.7	-0.4
COc1ccc(CC(=O)NCC2CCCN(C3CCOCC3)C2)cc1 (stereo unspecified)	6.0	6.3	1.8	-0.1
O=C1CC(Sc2ccc(Cl)cc2)C(=O)N1c1ccc(F)cc1F (stereo unspecified)	-3.6	8.1	0.0	-0.2
COc1ccc(-c2nc(-c3ccc(Cl)cc3)no2)cc1	4.4	-18.2	0.1	0.0
Cc1ccc(Nc2nc3nonc3nc2Nc2ccccc2F)cc1	5.8	69.4*	2.8	-0.1
COC(=O)c1cc(NC(=O)c2cc(Cl)ccc2Cl)cc(C(=O)OC)c1	-3.8	-5.3	-1.2	0.0
O=C(O)c1ccc(NS(=O)(=O)c2ccc3c(c2)[C@H]2C=CC[C@H]2[C@@H](c2ccc([N+](=O)[O-])cc2)N3)cc1	33.0	12.6	0.1	-0.3
CCN(CC)CCN1CC(c2ccccc2)CC1=O (stereo unspecified)	58.1*	5.0	-0.3	-0.1

SMILES	MITF primary	TEAD-YAP block	GPR151 activ	FBW7 act
O=C(c1ccc(S(=O)(=O)Cc2ccccc2Cl)c([N+](=O)[O-])c1)N1CCCC1	1.9	22.6	0.7	-0.2
N#Cc1c(NC(NC(=O)c2cccc(F)c2)(C(F)(F)F)C(F)(F)F)sc2c1CCCC2	9.4	5.1	0.4	0.0
OCCCNc1nccn2c(-c3ccc4[nH]ccc4c3)cnc12	-3.9	-1.2	1.6	0.0
Cn1c2ccccc2c2nn3c(SCc4ccccc4F)nnc3nc21	10.5	1.2	0.9	0.0
CC1CCN(c2nc3ccccn3c(=O)c2C=O)CC1	4.5	-10.6	0.8	0.0
O=C(CCSCCC(=O)NCc1ccc2c(c1)OCO2)NCc1ccc2c(c1)OCO2	8.3	-0.6	-1.1	0.1
c1ccc(C2(c3ccccc3)OC(c3ccccn3)Nc3ccccc32)cc1 (stereo unspecified)	-6.3	-0.9	0.3	0.0
CC(C)NS(=O)(=O)c1ccc(C(=O)NCC(=O)O)cc1	-11.8	-1.3	-1.1	0.1

SMILES	MITF primary	TEAD-YAP block	GPR151 activ	FBW7 act
COc1ccc(S(=O)(=O)N2CCCCCC2)c2ccccc12	5.7	-8.8	3.1	0.3
CC(=O)Nc1ccc(Nc2nc(Nc3cccc(N(C)C)c3)nc3c2ncn3-c2ccsc2)cc1	14.1	5.3	-2.0	0.2
Cn1ncc2c(Nc3ccc(Br)cc3)ncnc21	-8.0	-24.1	-1.3	0.0
Cc1ccc(/C(O)=C2/C(=O)C(=O)N(CC(C)C)C2c2cccc(O)c2)cc1 (stereo unspecified)	-6.6	1.0	-0.4	-0.2
COC(=O)c1cc(CNC(=O)C(C)(C)C)cc(NC(=O)Cn2cccn2)c1	3.2	-9.3	0.9	-0.3
CN(Cc1ccccc1)CC(O)COc1ccc(CNCC2CC2)cc1 (stereo unspecified)	6.0	-10.7	1.1	0.2
COc1ccc(-c2noc(N3CCN(c4ccccc4)CC3)n2)cc1OC	2.5	-1.3	0.4	0.1
COc1ccc(COC(=O)C2=C(C)NC3=C(C(=O)CC(C)(C)C3)C2c2ccc(OC)cc2)cc1 (stereo unspecified)	-6.8	3.4	1.0	0.5

SMILES	MITF primary	TEAD-YAP block	GPR151 activ	FBW7 act
COc1ccc(CCNC(=O)c2cnc(Nc3ccc4ncccc4c3)s2)cc1	6.6	24.7	-0.7	-0.2
CC(=O)N1CCc2c(sc(NC(=O)c3ccc4c(c3)OCCO4)c2C#N)C1	-5.2	39.6*	1.5	-0.1
CCOc1cc(S(=O)(=O)Nc2ccc(C(C)=O)cc2)ccc1Br	-1.1	-3.5	0.1	-0.1
CCOc1ccc(C2C(C#N)=C(N)Oc3n[nH]c(-c4cccs4)c32)cc1 (stereo unspecified)	-1.3	-1.2	0.1	-0.2
COc1ccc(N2C(=O)/C(=C3/C(=O)N(C(C)=O)c4ccccc43)SC2=S)c(OC)c1	8.8	5.2	-2.3	0.3
O=S(=O)(c1ccc(S(=O)(=O)N2CCN(C34CC5CC(CC(C5)C3)C4)CC2)cc1)N1CCOCC1	12.0	-1.8	-1.6	-0.1
CCC(=O)Oc1ccc(/C=C(/C#N)c2nc3ccccc3[nH]2)cc1OC	-4.4	-33.1	-4.0	0.0
O=C(/C=C/c1cccc(C(F)(F)F)c1)Nc1ncc(Cc2ccc(Cl)c(Cl)c2)s1	13.4	-1.5	0.6	0.2

SMILES	MITF primary	TEAD-YAP block	GPR151 activ	FBW7 act
Cc1ccc(C(=O)Nc2cnn(-c3ccc(C(=O)NCc4cnn(C)c4)cc3)c2)c(C)c1	0.9	-5.6	-1.2	-0.1
CCOc1ccc(N2C(=O)CC(NCc3ccc(Cl)c(Cl)c3)C2=O)cc1 (stereo unspecified)	-7.2	1.5	1.2	0.0
COc1ccc(-c2nc(Nc3ccc(F)cc3)sc2CC(=O)O)cc1	2.2	-26.1	0.3	-0.1
Cc1ccc(S(=O)(=O)NCC(c2cccn2C)N2CCCC2)s1 (stereo unspecified)	9.5	6.6	0.3	0.1
COc1ccc(OC(C)C(=O)O/N=C(\N)c2ccccn2)cc1 (stereo unspecified)	13.7	-34.8	1.0	0.9
O=C(CC1C(=O)NCCN1Cc1cccc(Oc2ccccc2)c1)NCC1CCOCC1 (stereo unspecified)	3.3	9.5	1.2	0.3
COC(=O)Nc1ccc(S(=O)(=O)NCc2ccc(Cl)cc2)cc1	10.4	-4.1	-0.7	0.2
C=CCn1c(N/N=C/C(Br)=C/c2ccccc2)nc2c1c(=O)[nH]c(=O)n2C	-2.9	-7.0	0.7	-0.3

SMILES	MITF primary	TEAD-YAP block	GPR151 activ	FBW7 act
Cc1c(C#N)c(N)n(Cc2ccco2)c1C	13.1	2.4	0.2	-0.1
Cc1ccc(-c2noc(CN(C(=O)CCN3C(=O)c4ccccc4C3=O)C(C)C)n2)cc1	13.0	5.0	5.1*	0.1
CN(C)c1ccc(O)c2c1C[C@H]1C[C@H]3[C@H](N(C)C)C(=O)C(C(N)=O)=C(O)[C@@]3(O)C(=O)C1=C2O	73.1*!	0.1&19.3&3.6	1.0&-2.3&-1.9	-0.5&-0.2&-0.3
O=C1c2cccc3cccc(c23)C(=O)N1CCCN(C(=O)c1cccc(Br)c1)c1ccc(Oc2ccccc2)cc1	-1.1	8.9	-0.4	0.3
O=C(c1cccc([N+](=O)[O-])c1)n1cc(Cl)cn1	4.8	1.6	-0.3	0.1
CCCCNC(=O)c1sc2ncnc(N3CCN(c4ccccn4)CC3)c2c1C	13.2	13.6	-0.8	-0.7
COc1ccc(/C=C2\CCCC3=C2Nc2nnnn2C3c2ccc(OC)cc2)cc1 (stereo unspecified)	6.8	-9.3	1.8	-0.2
CCc1ccc(C(C)NC(=O)c2ncn[nH]2)cc1 (stereo unspecified)	23.9	0.4	-0.6	0.1

SMILES	MITF primary	TEAD-YAP block	GPR151 activ	FBW7 act
Cc1ccc(-c2cc(C(=O)NC(C)(C)CO)no2)cc1	19.8	-28.8	-0.9	0.1
CN1C(=O)/C(=C/c2ccc(N(C)C)cc2)C(=O)NC1=S	19.2	1.8	0.0	0.0
CC(=O)c1ccc(N2C(=O)N(Cc3ccccc3F)c3ccccc3S2(=O)=O)cc1	0.1	-5.2	-0.1	0.0
Cc1ccc(OCC(=O)Nc2sc3c(c2C#N)CCC(C)C3)c(C)c1 (stereo unspecified)	4.7	1.2	-0.8	0.1
C/C(=N\NC(=O)c1ccc(F)cc1)c1ccc([N+](=O)[O-])o1	13.9	0.5	0.7	-0.6
COc1cc([N+](=O)[O-])ccc1NC(=O)NNC(=O)C(C)Oc1cc(C)c(Cl)c(C)c1 (stereo unspecified)	1.4	1.3	1.5	0.0
O=C(Nc1ccc(S(=O)(=O)N2CCCCC2c2cccnc2)cc1)c1cc(Cl)ccc1Cl (stereo unspecified)	4.7	9.3	1.0	1.1
Nc1nc(NC2CCN(Cc3ccccc3)CC2)cc(-c2ccc(C(=O)NC3CC3)cc2)n1	20.1	2.5	-0.8	0.0

SMILES	MITF primary	TEAD-YAP block	GPR151 activ	FBW7 act
O=C(/C=C/c1ccccc1)NCCc1ccc(F)cc1	3.0	-22.5	0.2	-0.1
N#CCSc1nc2ccccc2c2nc(-c3ccccc3)nn12	-1.4	-14.9	3.6	0.1
CCOc1cc(/C=C2/NC(=O)NC2=O)cc(Cl)c1OC(C)C	-0.1	0.1	0.3	-0.1
COc1cccc(/C=C2\N=C(c3ccc(C(C)(C)C)cc3)OC2=O)c1	1.6	10.1	0.6	-0.3
O=C(N[C@H]1C[C@H]2C(=O)N3CCC[C@H]3C(=O)N2C1)c1cc(F)c(F)cc1F	15.3	-1.6	0.5	0.5
COc1ccc(-c2cc(NCCOc3ccccc3)nc(N)n2)cc1	-13.2	-16.0	0.2	0.1
O=C1C=CC(=NS(=O)(=O)c2cccc(C(=O)O)c2)C=C1	64.3*	-1.7	-1.3	-0.2
COCCOC(=O)c1ccc(NC(=O)COc2ccccc2Cl)cc1	6.2	1.5	-0.8	0.3

SMILES	MITF primary	TEAD-YAP block	GPR151 activ	FBW7 act
CNc1c(C(=O)c2ccc(OC)c(OC)c2)sc(N)c1C#N	14.0	1.8	-1.1	0.1
O=S1(=O)CC2=C(Nc3nnnn3C2c2ccc(Cl)cc2)c2cc(F)ccc21 (stereo unspecified)	16.9	-1.8	0.9	-0.4
CC(C)C(=O)N1CC[C@@H]2[C@H](CCCN2C(=O)c2cn3cc(Cl)ccc3n2)C1	5.7	1.3	0.1	-0.2
O=C(Cn1nc2c3ccccc3nc(Cc3ccccc3)n2c1=O)NC1CC1	-11.2	5.3	-0.6	0.1
O=C(/C=C/Nc1ccc(Br)cc1)c1cccs1	-4.0	41.2*	-1.9	-0.1
CCc1cccc(C)c1NC(=O)c1ccc(OC)c([N+](=O)[O-])c1	21.6	-9.0	2.5	0.0
COc1ccc(-c2nnc(NC(=O)c3c(OC)cccc3OC)s2)cc1	9.5	-5.5	-1.4	-0.1
COc1ccccc1CC(=O)NC1CCCCCCC1	5.5	0.1	-0.6	0.1

SMILES	MITF primary	TEAD-YAP block	GPR151 activ	FBW7 act
CCCCNS(=O)(=O)c1cc(C(F)(F)F)ccc1Cl	3.4	-0.7	-1.2	-0.1
C/C(CC(C)C)=N\Nc1ccc([N+](=O)[O-])cc1	8.3	-33.5	0.4	-0.1
COc1cc2c(cc1OC)C(COc1cccc(C(F)(F)F)c1)N(C(=O)C(C)(C)C)CC2 (stereo unspecified)	14.8	6.5	1.1	0.1
CCN(C(=O)CSc1nnc(NC2CCCCC2)s1)C1CCS(=O)(=O)C1 (stereo unspecified)	0.0	-11.8	0.9	0.0
CC(C)N(CCNc1nc(Nc2ccncn2)nc2c1ncn2CCN1CCCC1=O)C(C)C	4.4	7.1	-2.7	0.0
Cc1ccc(Cn2c(=O)c3ccccc3n3c(CCC(=O)NC(C)C)nnc23)cc1	-7.4	0.7	0.0	0.0
Cc1nc2ccc([N+](=O)[O-])cc2c(-c2ccccc2)c1C(N)=O	-3.6	-11.1	-1.3	-0.2
CC1=C(C(=O)c2ccc(Cl)cc2)C(c2ccccc2[N+](=O)[O-])NC(=O)N1 (stereo unspecified)	0.9	3.1	0.1	-0.1

In the list so far, three contain a furan ring, fused or not.
SMILES	MITF primary	TEAD-YAP block	GPR151 activ	FBW7 act
COc1ccc(Br)cc1/C=N/NC(=O)c1cc(C)oc1C	14.8	-13.5	-0.9	0.1
Cc1c(C#N)c(N)n(Cc2ccco2)c1C	13.1	2.4	0.2	-0.1
C/C(=N\NC(=O)c1ccc(F)cc1)c1ccc([N+](=O)[O-])o1	13.9	0.5	0.7	-0.6

New compounds follow.
SMILES	MITF primary	TEAD-YAP block	GPR151 activ	FBW7 act
COc1ccc(NC(=O)c2sc(=S)n3c2[nH]c(=O)c2ccccc23)cc1	-1.2	-9.3	0.7	-0.1
Cc1nc2ncnn2c(C)c1CCC(=O)Nc1ccc(F)cc1F	-4.0	2.5	0.0	0.1
CC(C)(C)NC(=O)CC12CC3CC(CC(C3)C1)C2	2.0	2.7	1.7	0.1
Clc1ccc(Nc2nc(N/N=C/c3ccccc3)nc(N3CCOCC3)n2)cc1	12.8	-18.5	0.4	0.2
COc1ccc(CN2CCN(Cc3ccc(OC)c(OC)c3)CC2)c(OC)c1	66.3*	0.9	0.6	0.0

No new results follow: 2 of the compounds above.
SMILES	MITF primary	TEAD-YAP block	GPR151 activ	FBW7 act
Clc1ccc(Nc2nc(N/N=C/c3ccccc3)nc(N3CCOCC3)n2)cc1	12.8	-18.5	0.4	0.2
COc1ccc(CN2CCN(Cc3ccc(OC)c(OC)c3)CC2)c(OC)c1	66.3*	0.9	0.6	0.0

Screening results from PubChem.
